Bioassay records: PubChem, several laboratories
NR2E3 ag-1 – NR2E3 agonists in two-hybrid cells, primary screen, cell-based, luminescence, CHO-S, Gal4-NCOR/VP16-NR2E3 | Photoreceptor-specific nuclear receptor (Homo sapiens), Q9Y5X4 | luciferase | inhibition of corepressor binding, % at 3.98 µM | 0.35% of 360,000 active | AID 602229, 2012;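 active means inhibition above the mean of all tested compounds plus 3 SD, cut at about 70% in these data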;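 further: 0% = DMSO with NR2E3 transfected cells and 100% = cells lacking NR2E3 construct; higher means lower luciferase signal from less NR2E3 corepressor binding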
Target sequence (Q9Y5X4 whole entry, looked up, the tested form may be a part): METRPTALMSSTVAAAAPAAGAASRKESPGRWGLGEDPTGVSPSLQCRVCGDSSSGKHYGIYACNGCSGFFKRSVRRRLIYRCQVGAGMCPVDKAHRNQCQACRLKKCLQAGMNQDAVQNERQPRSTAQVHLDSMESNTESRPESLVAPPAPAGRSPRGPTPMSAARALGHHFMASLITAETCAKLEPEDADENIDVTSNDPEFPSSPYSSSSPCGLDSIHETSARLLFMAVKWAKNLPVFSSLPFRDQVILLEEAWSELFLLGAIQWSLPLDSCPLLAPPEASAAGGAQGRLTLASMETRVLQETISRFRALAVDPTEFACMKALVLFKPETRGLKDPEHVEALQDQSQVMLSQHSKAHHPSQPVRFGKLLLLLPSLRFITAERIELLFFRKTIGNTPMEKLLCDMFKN
MITF TRPM1 inh – inhibitors of MITF-dependent TRPM1 promoter reporter, primary screen, cell-based, SK-MEL-5, single point, luciferase; SK-MEL-5 TRPM1 promoter luciferase, 24 h; inhibition, % at 12.5 µM; 0.83% of 330,000 active;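 active means mean inhibition across replicates of 60% or more, whatever share of single replicates reaches that level; inconclusive means some that reach 60%, reason not given; inactive means mean inhibition across replicates below 60%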; further: values of inactives mirror those of a sister screen read the other way
Shn3 inh set2 – reduction of Shn3 3'UTR firefly luciferase signal, primary screen, Schnurri-3 inhibitor project, cell-based, Clone20 osteoblasts, set 2 | 0.52% of 360,000 active | Clone20 osteoblast Shn3 3'UTR firefly luciferase, 24 h | inhibition, % at 12.5 µM;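 active means mean inhibition of at least 75% with every replicate also reaching 75%; inconclusive means mean inhibition at least 75% but some replicate below; inactive means mean inhibition below 75%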;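 further: 0% = median of neutral control wells and 100% = pilot-screen positive control compound; some compounds past the cut are filed as inactive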
Vif imaging – HIV Vif self-association inhibitors, primary screen, imaging, HEK293T, single point; 0.35% of 340,000 active; HEK293T cells, Vif self-association by quenched fluorescence, 24 h; AID 602346, 2012; inhibition, % at 7.49 µM; in the data active means inhibition above about 50%, passing the limit was not always enough; inconclusive means no clear call, values can overlap the other calls; inactive means below about 31%; further: some results filed as inactive read as strong as hits
KKLEB cytotox – cytotoxicity in KKLEB CF airway cells, primary screen, cytotoxicity control for CF NF-kB inhibitor project, cell-based, uHTS, fluorescence assay plates | KKLEB CF airway cells viability, ATPlite luminescence, overnight; active compounds read low; cells stimulated with P. aeruginosa culture filtrate | activity change (cytotoxicity), % at 5 µM | 0.36% of 360,000 active | AID 602141, 2011;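 active means corrected activity change at or below -50% at 5 µM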
CaV13 ICDI inh – Primary screen for inhibitors of IQ motif and Ca2+-dependent inactivation inhibitor domain binding in CACNA1D, Förster resonance energy transfer in living cells, …. inhibition, % at 12.3 µM. HEK cells, CFP/YFP FRET ICDI-IQ, plate reader, 10 min; percent FRET-ratio fall versus neutral wells. 0.098% of 340,000 active;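 active means mean replicate inhibition of at least 30% and at least 1% of replicates passing that level; inconclusive means only one of the two criteria is met; inactive means neither criterion is met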;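 further: 0% = median of the neutral control wells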
NR2E3 ag-2 – inhibitors of NR2E3-RetCOR corepressor binding, primary screen, NR2E3 agonist project, biochemical, TR-FRET, GST-NR2E3, biotin-RetCOR. Photoreceptor-specific nuclear receptor (Homo sapiens), Q9Y5X4. 1536-well. inhibition of corepressor binding, % at 4.78 µM. 0.12% of 320,000 active. AID 2300, 2010;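 active means percent inhibition above the cutoff of mean plus 3 SD of all tested compounds, set per screening campaign, cut at about 20% in these data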;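 further: 0% = DMSO wells and 100% = biotin wells as full block of FRET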
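System: GST-tagged NR2E3 plus biotinylated RetCOR corepressor; Buffer or medium: pH 7.5 Tris-based buffer; Probe or stimulus: RetCOR corepressor, biotinylated, 7 nM; Doses: compound at 4.8 µM, single dose; Schedule: 5 h incubation at 4 °C; Technique: time-resolved FRET; Evaluation: percent inhibition of TR-FRET ratio; Replication: one well per compound, singlicate testing.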
Peg3 prom inh – Peg3 promoter-driven luciferase inhibitors, primary screen, cell-based, HeLa, luciferase luminescence | HeLa PEG-Prom luciferase reporter, overnight | 1.7% of 360,000 active | inhibition, % at 20 µM;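 active means inhibition of at least 50% at 20 µM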
HIF-2a block – HIF-2a reporter inhibitors, primary screen, luminescence, 786-0 RCC cells | 0.72% of 360,000 active | 786-0 RCC cells HIF-2a reporter, luciferase luminescence, overnight | inhibition, % at 18.8 µM | AID 624352, 2012;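 active means inhibition of the luminescence signal of 40% or more relative to plate controls, in a single-dose primary screen at 18.75 µM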
PDI turbidity – inhibitors of human PDI, primary screen, biochemical, turbidity, single point, plate reader; Protein disulfide-isomerase (Homo sapiens), P07237; PDI insulin aggregation turbidity, A650, 90 min; inhibition, % at 10 µM; 0.052% of 350,000 active;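 active means mean inhibition across replicates of 30% or more, whatever share of single replicates reach that level; inconclusive means mean inhibition below 30% while every single replicate reaches 30%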;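 further: absorbance from insulin aggregation driven by PDI reduction with DTT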
Target sequence (P07237 whole entry, looked up): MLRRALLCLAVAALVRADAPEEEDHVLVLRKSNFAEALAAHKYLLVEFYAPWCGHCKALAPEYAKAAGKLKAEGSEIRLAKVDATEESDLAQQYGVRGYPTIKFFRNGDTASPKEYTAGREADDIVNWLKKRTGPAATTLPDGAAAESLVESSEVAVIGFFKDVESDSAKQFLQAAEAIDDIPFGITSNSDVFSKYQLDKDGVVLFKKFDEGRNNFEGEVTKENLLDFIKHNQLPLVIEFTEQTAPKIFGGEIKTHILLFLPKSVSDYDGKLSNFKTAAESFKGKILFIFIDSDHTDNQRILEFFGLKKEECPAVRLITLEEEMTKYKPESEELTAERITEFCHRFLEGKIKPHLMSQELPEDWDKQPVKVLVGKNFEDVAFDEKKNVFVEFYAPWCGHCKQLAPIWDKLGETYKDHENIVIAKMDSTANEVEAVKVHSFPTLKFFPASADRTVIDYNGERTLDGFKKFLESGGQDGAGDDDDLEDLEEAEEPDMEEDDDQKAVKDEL
CF NFkB block – inhibitors of PAF-induced NF-kB signaling, primary screen, cell-based, GFP fluorescence, uHTS. AID 588850, 2011. KKLEB NF-kB-GFP reporter, GFP fluorescence overnight. inhibition, % at 5 µM. 0.86% of 360,000 active;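 active means at least 50% inhibition at 5 µM, scaled per plate between neutral and stimulator controls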;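 further: PAF is a Pseudomonas aeruginosa culture filtrate used as stimulus; plate controls were PAF-stimulated DMSO wells for no effect and unstimulated DMSO wells for full effect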
* marks the source's active call; other numbers are inactive results; ? = inconclusive; . = not tested or not shown.

SMILES	NR2E3 ag-1	MITF TRPM1 inh	Shn3 inh set2	Vif imaging	KKLEB cytotox	CaV13 ICDI inh	NR2E3 ag-2	Peg3 prom inh	HIF-2a block	PDI turbidity	CF NFkB block
COc1ccc(C(=O)NCC(=O)NCC(=O)OCc2ccc(Cl)cc2)cc1	-9	-2	-2	-1	-3	-4	4	3	5	12	-25
CCOc1ccccc1NC(=O)Nc1ccc(Br)cn1	-27	8	8	-1	-12	-4	-1	16	4	-10	3
C/C(=N\NC(=O)Cc1ccc([N+](=O)[O-])cc1)c1cccnc1	-6	-3	5	-1	-13	-2	.	4	6	-5	1
COc1ccccc1N(CC(=O)N1CCN(c2ccc(F)cc2)CC1)S(=O)(=O)c1ccc(C)cc1	-36	9	20	.	-23	-6	2	16	12	11	34
CN1C(=O)N(C)C2C1NC(=O)N2C (configuration not stated)	-24	-6	-1	1	2	.	0	-1	25	10	7
Cc1ccc(Cn2c(C)c(C(=O)NCC(C)C)sc2=O)cc1	13	.	-12	-6	15	24	.	-2	1	1	-17
CCSc1nnc(NC(=O)c2cc(-c3ccc(C)c(C)c3O)n[nH]2)s1	-5	-3	10	-7	0	0	.	15	-16	9	8
CC(C)(C)N(Cc1ccccc1)C(=O)COC(=O)CCN1C(=O)C2CC=CCC2C1=O (configuration not stated)	-11	-2	-10	.	0	-4	.	6	16	6	2
CC(C)NC(=S)N1CCn2c(nc3ccccc32)C1	-8	-3	-28	-12	6	-3	2	1	6	-2	1
O=C(OCCCN=C1NS(=O)(=O)c2ccccc21)c1cccs1	-2	-3	8	10	-1	-1	3	5	14	3	10
CC(C)C(=O)Nc1ccc(N2CCN(S(C)(=O)=O)CC2)cc1	-15	-10	-12	12	-3	-2	9	1	-16	2	10
Cc1nnc(SC2CC(=O)N(c3ccccc3)C2=O)s1 (configuration not stated)	-13	6	-15	-3	6	-1	-2	5	10	?	5
Cc1cc(NC(=O)Cn2c(=O)n(Cc3ccccc3)c(=O)c3ccccc32)no1	-1	8	24	-4	10	-7	-2	31	9	-4	16
CN(C)CCP(=O)(c1ccccc1)c1ccccc1	3	-4	3	-17	10	-5	1	10	15	6	-17
COc1ccc(-c2noc(=O)n2CC(=O)N2CCC(Cc3ccccc3)CC2)cc1	-2	5	17	-7	6	-4	2	13	12	-4	-1
O=C(CCCCCN1C(=O)CCC1=O)Nc1ccc2c(c1)OCCO2	8	-13	5	13	2	-5	4	-27	3	-1	2
Cc1cc(C)cc(-n2c(C)cc(/C=C3\C(=N)N4N=C(CC(C)C)SC4=NC3=O)c2C)c1	-13	-7	31	-8	12	-3	0	-5	5	2	13
COc1ccc(/C=N/NC(=O)NC23CC4CC(CC(C4)C2)C3)c(OC)c1	0	4	14	-1	-8	-2	2	0	10	-7	13
COc1ccc(Br)cc1CNC(=O)CCc1nc(-c2ccccc2F)no1	-9	-14	6	-23	-10	0	0	15	17	-6	13
COCc1cc(=O)n2[nH]c(-c3ccsc3-n3c(C)ccc3C)cc2n1	-31	8	7	16	10	-5	-1	2	9	-2	4
CCCn1cc(S(=O)(=O)c2ccccc2)c(=O)c2cc(OC)c(OC)cc21	7	3	10	-5	-11	-5	-2	16	20	8	19
COC(=O)c1ccccc1NS(=O)(=O)c1ccc(F)cc1	-13	5	11	-1	6	-4	3	17	-4	-5	10
COc1ccc(N2C(=O)CS(=O)C(c3ccccc3)C2=O)cc1 (configuration not stated)	-20	-45	-72	7	-6	-11	-3	-184	-43	-9	15
COc1ccc(-c2nnc3sc(-c4cccs4)nn23)cc1OC	-9	-42	-28	-2	4	.	5	-31	-90	-2	-22
O=C(NC1CCCCC1)C(c1ccc2ncccc2c1)N(Cc1ccc2c(c1)OCO2)C(=O)c1cccs1 (configuration not stated)	-22	11	3	4	-8	.	1	12	19	-8	-10
CCCN(CCC)CCCNC(=S)Nc1ccc2nc(N3CCCC3)cc(C)c2c1	9	50	5	-17	-23	-3	2	51*	21	-4	8
Cc1cc(NC(=O)CCS(=O)(=O)c2ccc(F)cc2)no1	-15	-2	2	10	1	-7	2	-2	5	-3	-3
S=C(NCc1cccnc1)Nc1ccc(Oc2ccc(Cl)cc2)cc1	22	13	33	3	-9	-13	6	18	12	1	-10
CN(C)CC/C=C1\c2ccccc2Sc2cc(F)c(Cl)cc21	16	-79	42	3	5	-4	-1	62*	13	7	12
O=C(CSc1ncc(-c2ccccc2)[nH]1)Nc1ccccc1F	-12	-86	-23	-5	-5	-11	3	-114	-169	3	6
CCCOc1ccc(Cc2c(O)nc(SC)[nH]c2=O)cc1C	-21	-2	15	-6	1	-2	1	17	25	-7	3
OCC[n+]1ccc(/C=C/c2c[nH]c3ccccc23)cc1	-26	-7	12	.	2	-16	-5	10	14	3	-42
O=C(COC(=O)c1ccc(F)cc1F)Nc1cccnc1Cl	-4	2	-27	-3	17	-3	0	12	6	2	-3
O=[N+]([O-])c1cccc(-c2csc(CS(=O)(=O)Cc3ccco3)n2)c1	-17	.	.	14	11	-5	-1	-18	-31	2	8
O=P(COCCCCCOCP(=O)(c1ccccc1)c1ccccc1)(c1ccccc1)c1ccccc1	10	6	29	2	4	-1	3	22	-2	3	-10
Cc1cc(/C=N/NC(=O)C(=O)N2CCCC2)c(C)n1-c1cccc(Br)c1	-6	4	10	18	7	.	1	-21	-9	7	-3
CCSc1cc(C2C(C(=O)OC)=C(C)NC3=C2C(=O)CCC3)c(C)o1 (configuration not stated)	-9	-19	5	.	7	-2	-2	15	17	4	1
COc1ccc(C2=Nn3c(nnc3-c3ccccn3)SC2)cc1	-30	0	11	-6	2	-7	1	27	-12	1	-10
COc1cc(OC)c(C2Nc3ccccc3NC3=C2C(=O)CC(C)(C)C3)cc1OC (configuration not stated)	-9	-5	9	0	15	-14	1	0	4	-6	-2
O=C(OCC1CCNCC1)c1ccc(F)cc1	-2	7	-22	11	-10	-5	.	2	15	-3	0
Cc1ccccc1SC1CCN(Cc2nc(C3CC3)no2)CC1	11	-22	18	-4	-6	-5	-4	2	-28	4	5
CCCOc1ccc2ccccc2c1/C=N/n1cnnc1	-13	-7	13	0	-7	-5	3	6	-5	0	-40
Cc1cc(C)cc(OCC(=O)Nc2ccc(S(=O)(=O)Nc3ccccn3)cc2)c1	4	-4	6	-11	-1	-5	0	21	29	5	0
COc1cc(S(=O)(=O)N2CCN(c3ccccc3)CC2)ccc1Cl	4	-15	10	0	1	-8	5	5	-3	5	4
COc1cccc(NC(=O)CC2SC(=Nc3ccccc3)NC2=O)c1 (configuration not stated)	-11	0	14	-3	-8	.	0	5	-4	-19	3
O=c1ccc2cc3ccoc3cc2o1	-18	.	4	26	0	.	-4	-8	-9	.	-28
CC(C)C(=O)NC(Nc1cccc([N+](=O)[O-])c1)C(Cl)(Cl)Cl (configuration not stated)	15	3	-9	-7	-2	-18	-3	4	16	-7	-12
O=C(O)c1ccc(-n2c(-c3ccccc3)n[nH]c2=S)cc1	-4	14	-13	8	-10	-5	1	2	5	10	-3
COc1ccc(NS(=O)(=O)c2cc(NC(=O)/C=C/c3cccs3)ccc2N2CCOCC2)cc1	-13	7	14	6	-9	-3	2	50*	16	6	-19
Cc1cccc(C)c1N(CC(=O)Nc1cccc(N(C)S(C)(=O)=O)c1)S(C)(=O)=O	5	-7	0	.	2	-9	-5	20	12	-5	4
CCc1ccccc1NC(=S)N(Cc1ccco1)C(C)c1cccs1 (configuration not stated)	-4	1	-14	-3	6	2	-1	20	23	3	14
CCS(=O)(=O)NCCc1csc(-c2ccc(OC)c(OC)c2)n1	-10	-4	4	-15	0	-6	3	-7	-7	4	18
O=C(Cn1cnc2ccccc2c1=O)N1CCN(S(=O)(=O)c2ccc(F)cc2)CC1	-12	-4	8	-5	7	-5	3	6	18	0	-2
CC(=O)Nc1ccc(C(=O)N/N=C/c2ccncc2)cc1	9	17	-1	1	3	3	-4	15	13	-2	9
N#C/C(=C\c1ccc(-c2cccc(C(F)(F)F)c2)o1)C(=O)Nn1cnnc1	-4	-8	19	-24	5	-3	0	5	13	2	1
Cc1ccc2c(c1)C1CN(C)CCC1N2C(=O)c1cccc(S(=O)(=O)N2CC(C)CC(C)C2)c1 (configuration not stated)	-21	-4	9	1	-1	-18	3	5	0	2	2
CCCC(=O)Nc1cccc(NC(=O)Cc2ccc(Cl)cc2)c1	-24	.	-12	-9	10	-6	.	9	-2	6	-23
CCCC(c1nnnn1C1CCCC1)N1CCN(c2ccccc2F)CC1 (configuration not stated)	-14	-9	23	19	6	.	0	15	23	3	-7
COc1ccc(C2(C(=O)NCCCN(C)C)CCOCC2)cc1	-9	-3	-1	5	-9	-6	-2	-12	12	-4	1
CCOC(=O)c1c(NC(=O)COc2ccccc2OCC)sc2c1CC(C)(C)NC2(C)C	12	84*	-86	-11	-3	.	2	107*	18	3	-19
The list goes on.
SMILES	NR2E3 ag-1	MITF TRPM1 inh	Shn3 inh set2	Vif imaging	KKLEB cytotox	CaV13 ICDI inh	NR2E3 ag-2	Peg3 prom inh	HIF-2a block	PDI turbidity	CF NFkB block
O=C(COC(=O)C1CSC2(c3ccc(F)cc3)CCC(=O)N12)NC(=O)NC1CCCC1 (configuration not stated)	-8	-7	-5	10	9	-4	-1	-2	12	0	-3
Cc1cccc(C(=O)NNC(=O)/C=C/C(=O)O)c1	-7	5	-14	2	16	-4	0	-6	2	4	-4
Cc1ccc(S(=O)(=O)NC(=O)COc2ccccc2C(N)=O)cc1	0	-12	2	7	-19	-9	5	2	4	0	-3
Cc1cccc2cc(/C=N/NC(=O)[C@H]3C[C@@H]3c3ccccc3)c(Cl)nc12	-48	11	-4	0	0	-6	-2	-1	2	0	-9
